Source: PubChem (Sanford-Burnham Center for Chemical Genomics)
APJ ag: activates the human apelin receptor APJ; P35414; CHO-K1 APJ PathHunter beta-arrestin, luminescence; 0% DMSO wells, 100% apelin; hit rate 0.11% among 330,000; activation, % at 20 µM;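 active = activation more than six SD over the plate average, tested at 20 µM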;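 also: 0% = DMSO alone and 100% = apelin-13 at 10 nM; some results filed as inactive read as strong as hits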
Target sequence (P35414 whole entry, looked up): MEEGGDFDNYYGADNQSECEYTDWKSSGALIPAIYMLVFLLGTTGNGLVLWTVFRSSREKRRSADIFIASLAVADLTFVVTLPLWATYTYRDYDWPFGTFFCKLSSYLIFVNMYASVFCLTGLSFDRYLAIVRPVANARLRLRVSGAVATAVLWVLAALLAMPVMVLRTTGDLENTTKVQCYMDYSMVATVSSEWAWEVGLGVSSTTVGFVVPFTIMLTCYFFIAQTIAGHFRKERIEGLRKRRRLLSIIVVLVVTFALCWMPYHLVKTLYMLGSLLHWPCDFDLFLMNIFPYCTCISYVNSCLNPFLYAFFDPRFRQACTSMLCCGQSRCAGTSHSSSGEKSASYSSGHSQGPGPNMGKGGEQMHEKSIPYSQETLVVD
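Assay system: engineered CHO-K1 APJ arrestin reporter cells; Amount: 1000 CHO-K1 reporter cells seeded per well; Dosing: one dose, 20 µM compound, 1% DMSO; Times: compound stimulation 90 min at 25 °C, detection 60 min; Measured by: luminescent beta-gal fragment complementation, chemiluminescent substrate; Read-out: APJ–arrestin association signal; Controls: DMSO vs Apelin-13 10 nM.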
CCR6 antag: antagonists of human CCR6 receptor. P51684. hit rate 0.49% among 340,000. inhibition, % at 20 µM. CHO-K1 CCR6 PathHunter beta-arrestin, luminescence, CCL20-stimulated;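 active = compounds whose inhibition of the agonist-driven luminescence signal at 20 µM reaches about 50%, limit read from the data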;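 also: cells stimulated with CCL20 at 14 nM final; plate controls were DMSO with CCL20 for no effect and DMSO without agonist for full effect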
Target sequence (P51684 whole entry, looked up): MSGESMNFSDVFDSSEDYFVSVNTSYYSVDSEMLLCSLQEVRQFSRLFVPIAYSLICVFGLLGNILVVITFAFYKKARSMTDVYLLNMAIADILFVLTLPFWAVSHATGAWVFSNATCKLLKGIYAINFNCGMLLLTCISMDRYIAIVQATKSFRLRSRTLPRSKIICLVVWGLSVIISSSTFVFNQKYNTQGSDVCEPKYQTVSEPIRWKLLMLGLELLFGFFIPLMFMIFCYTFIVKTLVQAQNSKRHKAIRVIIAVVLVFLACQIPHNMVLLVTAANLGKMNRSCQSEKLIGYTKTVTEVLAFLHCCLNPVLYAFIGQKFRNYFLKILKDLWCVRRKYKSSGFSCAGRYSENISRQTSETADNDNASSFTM
EBI2 block: antagonists of human EBI2 receptor. P32249. EBI2 beta-arrestin recruitment, luminescence, 7a,25-OHC stimulated. inhibition, % at 5 µM. hit rate 0.81% among 360,000; in the data active = inhibition above about 38%;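 also: enzyme fragment complementation signal reports receptor beta-arrestin coupling in cells; 0% = agonist plus DMSO wells and 100% = wells without agonist; some results beyond the cut were filed as inactive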
Mdm2-MdmX inh: disrupts the human Mdm2-MdmX interaction | O15151+Q00987 | SaOS-2 split-luciferase Mdm2/MdmX complementation, luminescence | inhibition, % at 8 µM | hit rate 3% among 330,000;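 active = inhibition of at least 50% at 8 µM in the primary screen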
CXCR6 inh: blocks human CXCR6 beta-arrestin recruitment | CHO-K1 PathHunter CXCR6 beta-arrestin, luminescence | inhibition, % at 20 µM | hit rate 0.36% among 360,000 | AID 602244; in the data active = inhibition above about 34%, passing the limit was not always enough;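 also: antagonist mode with CXCL16 agonist at 10 nM final; 0% = 10 nM CXCL16 with DMSO and 100% = unstimulated wells without agonist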
Target sequence (O00574 whole entry, looked up): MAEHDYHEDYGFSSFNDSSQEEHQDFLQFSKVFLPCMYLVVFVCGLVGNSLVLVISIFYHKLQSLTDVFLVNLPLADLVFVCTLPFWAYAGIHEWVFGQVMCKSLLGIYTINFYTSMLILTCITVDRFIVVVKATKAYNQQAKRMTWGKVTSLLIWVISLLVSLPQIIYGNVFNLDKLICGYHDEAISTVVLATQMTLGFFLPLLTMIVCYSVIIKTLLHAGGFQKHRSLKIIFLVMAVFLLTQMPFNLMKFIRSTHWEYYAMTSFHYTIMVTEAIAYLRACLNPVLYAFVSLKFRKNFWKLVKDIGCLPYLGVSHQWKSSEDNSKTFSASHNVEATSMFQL
APJ antag: antagonists of human APJ apelin receptor | P35414 | CHO-K1 APJ beta-arrestin complementation, luminescence | inhibition, % at 20 µM | hit rate 0.32% among 330,000 | AID 2521;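 active = inhibition above about 40% at 20 µM, limit read from the data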;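 also: cells challenged with 10 nM apelin-13 agonist together with compound; plate controls were apelin-13 plus DMSO wells for no effect and DMSO wells lacking apelin-13 for full effect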
CHOP UPR activ: activators of apoptotic arm of unfolded protein response (CHOP) | CHO-CHOP luciferase reporter, UPR activation, luminescence; percent of tunicamycin response over DMSO baseline | activation, % at 10 µM | hit rate 0.34% among 330,000;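 active = at 10 µM dose, activation of 40% or more, normalized to positive control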;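 also: 100% = tunicamycin at 10 µg/mL and 0% = DMSO alone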
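System: CHO-CHOP luciferase reporter cell line; amount: 500 cells/well; buffer or medium: F12 medium containing 10% fetal bovine serum; incubation: 6 h compound exposure at 37 °C after overnight seeding; measured by: luciferase luminescence after 10 min with Steady-Glo reagent; evaluation: % reporter activation, DMSO baseline versus tunicamycin full activation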
tim23-1 inh: tim23-1 yeast growth inhibition; inhibition, % at 20 µM; hit rate 1.3% among 330,000; S. cerevisiae tim23-1 growth, BacTiter-Glo luminescence, 24 h;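 active = growth inhibition of the mutant yeast at or above 50%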;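 also: temperature-sensitive mutant grown at 25 °C; plate controls were DMSO-treated mutant yeast for no effect and medium wells lacking yeast for full effect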
XBP1 UPR activ: adaptive UPR (XBP1) activation | activation, % at 20 µM | hit rate 0.33% among 330,000 | CHO-XBP1 luciferase reporter, IRE1-XBP1 UPR activation, luminescence; percent of tunicamycin response, DMSO as zero;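 active = versus positive control, 20 µM dose yields 30% or more activation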;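 also: 100% = tunicamycin at 10 µg/mL and 0% = DMSO only wells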
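Test system: CHO-XBP1 luciferase reporter cells | Buffer or medium: Serum-containing F12 medium, 10% FBS | Schedule: 6 h compound exposure at 37 °C, 5% CO2 | Detection: Steady-Glo luciferase glow luminescence, 10 min after reagent addition | Read-out basis: Activation, % of tunicamycin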
* = called active by the depositor. Not all compounds are listed, so the mix of outcomes need not match the whole.

For CCN(c1ccccc1C(=O)O)S(=O)(=O)c1ccc2[nH]c(=O)[nH]c2c1 the results were APJ ag 1, CCR6 antag 7, EBI2 block -13, Mdm2-MdmX inh -8, CXCR6 inh 39*, APJ antag 9, CHOP UPR activ 0.6, tim23-1 inh -8 and XBP1 UPR activ -4.
For C=CCn1c(SCc2ccc(Br)cc2F)nc2cc(C(=O)O)ccc2c1=O the results were APJ ag 0, CCR6 antag 8, EBI2 block 8, Mdm2-MdmX inh 27, CXCR6 inh 7, APJ antag -5, CHOP UPR activ 3.1, tim23-1 inh 30 and XBP1 UPR activ 3.
CN(C)CCNC(=O)C1CCCNC1=O (configuration not stated) was read as APJ ag -2, CCR6 antag -6, EBI2 block -6, Mdm2-MdmX inh -16, CXCR6 inh 4, APJ antag 0, CHOP UPR activ -1.5, tim23-1 inh -5 and XBP1 UPR activ -2.
Screening COc1ccccc1NC1=NCC(=O)N1Cc1ccccc1 returned APJ ag -1, CCR6 antag 13, EBI2 block -3, Mdm2-MdmX inh -2, CXCR6 inh -6, APJ antag 2, CHOP UPR activ 0.0, tim23-1 inh 12 and XBP1 UPR activ 0.
COc1ccc(C)cc1NC(=O)C(c1ccccc1)N1CCN(CC(=O)N2CCOCC2)CC1 (configuration not stated) was read as APJ ag -2, CCR6 antag 5, EBI2 block -2, Mdm2-MdmX inh -5, CXCR6 inh 4, APJ antag -6, CHOP UPR activ -2.8, tim23-1 inh 6 and XBP1 UPR activ -4.
`O=C(CCS(=O)(=O)c1cccs1)N1CCN(c2ccc(F)cc2)CC1` gave APJ ag -9, CCR6 antag -3, EBI2 block -9, Mdm2-MdmX inh 7, CXCR6 inh -2, APJ antag 1, CHOP UPR activ 1.8, tim23-1 inh -4 and XBP1 UPR activ 1.
For COC(=O)c1cc(-c2ccc(OC)c(OC)c2)n[nH]1 the results were APJ ag 0, CCR6 antag -6, EBI2 block -12, Mdm2-MdmX inh 20, CXCR6 inh -7, APJ antag 12, CHOP UPR activ 1.1, tim23-1 inh 14 and XBP1 UPR activ -8.
Screening CC(=O)c1ccc(-n2c(SCC(=O)c3c[nH]c4ccccc34)nc3ccccc3c2=O)cc1 returned APJ ag -1, CCR6 antag 12, EBI2 block 13, Mdm2-MdmX inh 2, CXCR6 inh 1, APJ antag 9, CHOP UPR activ 0.9, tim23-1 inh 4 and XBP1 UPR activ -3.
Screening CCOC(=O)C1CCN(C(=O)c2ccccc2N(C)S(C)(=O)=O)CC1 returned APJ ag -3, CCR6 antag -3, EBI2 block -22, Mdm2-MdmX inh 3, CXCR6 inh 1, APJ antag -8, CHOP UPR activ -0.4, tim23-1 inh 15 and XBP1 UPR activ 2.
For O=C(Nc1cccnc1)C1=NN(C2CCS(=O)(=O)C2)C(=O)CC1 (configuration not stated) the results were APJ ag -4, CCR6 antag -18, EBI2 block -1, Mdm2-MdmX inh 20, CXCR6 inh -6, APJ antag 7, CHOP UPR activ -1.5, tim23-1 inh 10 and XBP1 UPR activ 3.
Screening Cc1cc(C)c(S(=O)(=O)Cc2ccccc2)c(=O)[nH]1 returned APJ ag -4, CCR6 antag 6, EBI2 block -9, Mdm2-MdmX inh -14, CXCR6 inh -2, APJ antag -2, CHOP UPR activ -0.1, tim23-1 inh -1 and XBP1 UPR activ -3.
For O=C(Cn1cnc2ccc(Br)cc2c1=O)c1cccs1 the results were APJ ag -1, CCR6 antag 1, EBI2 block -5, Mdm2-MdmX inh -9, CXCR6 inh -10, APJ antag 14, CHOP UPR activ -0.5, tim23-1 inh 18 and XBP1 UPR activ 2.
Screening CN(CCc1ccccn1)C(=O)Nc1ccc(F)cc1 returned APJ ag -2, CCR6 antag -7, EBI2 block 0, Mdm2-MdmX inh 5, CXCR6 inh -8, APJ antag 17, CHOP UPR activ 1.3, tim23-1 inh -4 and XBP1 UPR activ -1.
`CC(C)Cn1c(N2CCN(CC(=O)Nc3ccc(Cl)cc3)CC2)nc2ccccc21` gave APJ ag 0, CCR6 antag 19, EBI2 block 74*, Mdm2-MdmX inh 32, CXCR6 inh 6, APJ antag -8, CHOP UPR activ -0.5, tim23-1 inh 24 and XBP1 UPR activ -3.
`c1ccc(Cc2cc[n+](Cc3ccccc3)cc2)cc1` gave APJ ag -2, CCR6 antag 5, EBI2 block 9, Mdm2-MdmX inh 1, CXCR6 inh -7, APJ antag -1, CHOP UPR activ -0.5, tim23-1 inh -22 and XBP1 UPR activ -2.
Screening CCN(C(=O)CSc1nc2ccccc2o1)c1c(N)n(Cc2ccccc2)c(=O)[nH]c1=O returned APJ ag -2, CCR6 antag 7, EBI2 block -14, Mdm2-MdmX inh 8, CXCR6 inh 8, APJ antag 7, CHOP UPR activ 2.2, tim23-1 inh -18 and XBP1 UPR activ 4.
CCCCCCCc1c(C)nc(N2CCOCC2)[nH]c1=O was read as APJ ag -2, CCR6 antag 5, EBI2 block 3, Mdm2-MdmX inh 9, CXCR6 inh -10, APJ antag -9, CHOP UPR activ -1.1, tim23-1 inh 28 and XBP1 UPR activ -2.
Screening COc1ccc(Cc2nnc(-c3ccccc3)o2)cc1 returned APJ ag -3, CCR6 antag 6, EBI2 block 0, Mdm2-MdmX inh -28, CXCR6 inh -2, APJ antag -14, CHOP UPR activ 5.8, tim23-1 inh 6 and XBP1 UPR activ 2.
For Cc1cccc(-c2noc(-c3ccoc3C)n2)c1 the results were APJ ag -4, CCR6 antag 9, EBI2 block -5, Mdm2-MdmX inh -7, CXCR6 inh -2, APJ antag 7, CHOP UPR activ 6.4, tim23-1 inh 10 and XBP1 UPR activ 1.
For O=C(NCc1cc([N+](=O)[O-])ccc1O)c1cccnc1Sc1ccccc1Cl the results were APJ ag 0, CCR6 antag 12, EBI2 block -2, Mdm2-MdmX inh 18, CXCR6 inh 13, APJ antag -10, CHOP UPR activ 1.6, tim23-1 inh 20 and XBP1 UPR activ -5.

Of the compounds above, these contain a Cl atom.
`CC(C)Cn1c(N2CCN(CC(=O)Nc3ccc(Cl)cc3)CC2)nc2ccccc21` gave APJ ag 0, CCR6 antag 19, EBI2 block 74*, Mdm2-MdmX inh 32, CXCR6 inh 6, APJ antag -8, CHOP UPR activ -0.5, tim23-1 inh 24 and XBP1 UPR activ -3.
For O=C(NCc1cc([N+](=O)[O-])ccc1O)c1cccnc1Sc1ccccc1Cl the results were APJ ag 0, CCR6 antag 12, EBI2 block -2, Mdm2-MdmX inh 18, CXCR6 inh 13, APJ antag -10, CHOP UPR activ 1.6, tim23-1 inh 20 and XBP1 UPR activ -5.

More entries follow:
For CC1(C)Cc2cccc(OCC(=O)N3CCN(c4ccccc4F)CC3)c2O1 the results were APJ ag -3, CCR6 antag 10, EBI2 block -2, Mdm2-MdmX inh 8, CXCR6 inh 4, APJ antag 1, CHOP UPR activ 0.1, tim23-1 inh 37 and XBP1 UPR activ 2.
For CC(Oc1ccc(/C=N/NC(=O)Cc2cccc3ccccc23)cc1)C(=O)O (configuration not stated) the results were APJ ag -5, CCR6 antag -17, EBI2 block -9, Mdm2-MdmX inh -17, CXCR6 inh 4, APJ antag -10, CHOP UPR activ -1.9, tim23-1 inh 9 and XBP1 UPR activ -3.
`COc1ccc(/C=C2\SC(=O)N(CCc3nnc(N)s3)C2=O)cc1` gave APJ ag 6, CCR6 antag 12, EBI2 block -6, Mdm2-MdmX inh -98, CXCR6 inh 12, APJ antag 12, CHOP UPR activ -2.0, tim23-1 inh 12 and XBP1 UPR activ -1.
Cc1ccc(C(=O)N[C@H](C(=O)N2CCN(c3ccccc3F)CC2)C(C)C)cc1 was read as APJ ag -1, CCR6 antag 21, EBI2 block 1, Mdm2-MdmX inh -2, CXCR6 inh 4, APJ antag 7, CHOP UPR activ -0.6, tim23-1 inh 35 and XBP1 UPR activ -3.
Screening Nc1nnc(SCC(=O)Nc2ccccc2)s1 returned APJ ag -4, CCR6 antag -4, EBI2 block -24, Mdm2-MdmX inh 23, CXCR6 inh 8, APJ antag 15, CHOP UPR activ 2.4, tim23-1 inh 8 and XBP1 UPR activ -3.
Screening CCCCN1C(=O)c2ccc(C(=O)NCCN3C(=O)S/C(=C\c4cccnc4)C3=O)cc2C1=O returned APJ ag 0, CCR6 antag 3, EBI2 block -3, Mdm2-MdmX inh 11, CXCR6 inh 2, APJ antag -3, CHOP UPR activ -0.6, tim23-1 inh 11 and XBP1 UPR activ -2.
COC(=O)Cn1c(=O)c2c(nc(Br)n2CC(=O)OC)n(C)c1=O was read as APJ ag 1, CCR6 antag -9, EBI2 block -9, Mdm2-MdmX inh 4, CXCR6 inh -1, APJ antag 5, CHOP UPR activ -2.0, tim23-1 inh 20 and XBP1 UPR activ -3.
For O=C(CCn1c2c(c3ccccc31)CCCC2)NNC(=O)c1ccccc1C(=O)O the results were APJ ag -2, CCR6 antag 9, EBI2 block -4, Mdm2-MdmX inh 17, CXCR6 inh 2, APJ antag 9, CHOP UPR activ -0.4, tim23-1 inh 10 and XBP1 UPR activ -3.
Screening O=C(Nc1ccc2nc3n(c(=O)c2c1)CCCC3)c1ccc(Cl)nc1 returned APJ ag -2, CCR6 antag 10, EBI2 block 9, Mdm2-MdmX inh 27, CXCR6 inh -2, APJ antag -1, CHOP UPR activ 1.5, tim23-1 inh -12 and XBP1 UPR activ 2.
For NC(=O)COC(=O)c1ccc(S(=O)(=O)N2CCCCCC2)cc1 the results were APJ ag -4, CCR6 antag -1, EBI2 block -4, Mdm2-MdmX inh 14, CXCR6 inh 7, APJ antag -6, CHOP UPR activ -2.3, tim23-1 inh -1 and XBP1 UPR activ -5.
Screening COc1ccccc1-n1cnnc1SCC(=O)N1CCN(C(=O)c2ccco2)CC1 returned APJ ag -2, CCR6 antag 12, EBI2 block -14, Mdm2-MdmX inh -8, CXCR6 inh 2, APJ antag 5, CHOP UPR activ 0.0, tim23-1 inh 6 and XBP1 UPR activ 0.
`CCOC(=O)CC1=C(C(=O)OCC)C(c2ccc(OC)cc2OC)C(C#N)=C(N)O1` (configuration not stated) gave APJ ag 2, CCR6 antag -24, EBI2 block -3, Mdm2-MdmX inh 12, CXCR6 inh 0, APJ antag 14, CHOP UPR activ -1.7, tim23-1 inh 20 and XBP1 UPR activ -1.
Screening Cc1ccc(S(=O)(=O)c2ccc(Cl)cc2)cc1S(=O)(=O)N1CCOCC1 returned APJ ag 1, CCR6 antag -1, EBI2 block 1, Mdm2-MdmX inh -6, CXCR6 inh -4, APJ antag -10, CHOP UPR activ 2.7, tim23-1 inh -1 and XBP1 UPR activ 0.
Screening CCCN1CCc2c(sc(NC(=O)c3ccc(S(=O)(=O)N4CCN(C(=O)OCC)CC4)cc3)c2C(N)=O)C1 returned APJ ag -7, CCR6 antag 8, EBI2 block 5, Mdm2-MdmX inh -18, CXCR6 inh 5, APJ antag 6, CHOP UPR activ 1.1, tim23-1 inh 6 and XBP1 UPR activ 1.
